STAT3 blocker: IL-6 driven STAT3 reporter inhibitors, primary screen, U3A cells, luciferase, luminescence, MLSCN library; IL-6 STAT3-luciferase reporter; host cell line lacks STAT1; inhibition, % at 5.5 µM; actives 0.89% (n = 190,000);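 active means inhibition above the mean inhibition across all screened compounds plus 3 SD, cut at about 44% in these data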;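 further: 0% = DMSO only wells and 100% = 100 µM nifuroxazide control wells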
ROMK primary: ROMK potassium channel modulators, primary screen, cell-based, thallium flux, MLSMR library. ATP-sensitive inward rectifier potassium channel 1 (Homo sapiens), P48048. Tet-inducible ROMK, thallium flux fluorescence; actives lie on both sides. B-score at 10 µM. actives 2% (n = 130,000). AID 1918, 2009;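 active means signal ratio slope over the read window, or its plate-corrected B-score, at least 3 SD from the plate mean, either direction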;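 further: B-score of the F/F0 ratio slope over 7 to 12 s after thallium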
Target sequence (P48048 whole entry, looked up): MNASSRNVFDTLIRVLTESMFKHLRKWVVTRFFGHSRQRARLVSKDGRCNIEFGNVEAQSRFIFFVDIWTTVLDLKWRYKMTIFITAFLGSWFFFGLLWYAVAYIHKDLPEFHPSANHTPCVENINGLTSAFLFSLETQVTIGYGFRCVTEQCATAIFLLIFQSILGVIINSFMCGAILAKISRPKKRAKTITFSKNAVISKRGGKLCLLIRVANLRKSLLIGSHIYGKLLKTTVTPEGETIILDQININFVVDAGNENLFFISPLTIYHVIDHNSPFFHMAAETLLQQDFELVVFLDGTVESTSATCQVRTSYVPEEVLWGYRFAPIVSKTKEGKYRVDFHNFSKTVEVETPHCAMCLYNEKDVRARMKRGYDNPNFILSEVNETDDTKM
FLuc act counter: FLuc activators, initial screening, artefact control for FLuc-dependent activation tests, biochemical, ATPlite luminescence. Luciferin 4-monooxygenase (Photinus pyralis), P08659. ATPlite luciferase biochemical, 10 min; 0 = ATP-free wells, 1 = DMSO control. activation factor at 10 µM. 200,000 tested, under 10 active;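 active means luciferase activation factor, scaled between plate controls, of at least 2 with compound at 10 µM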
Target sequence (P08659 whole entry, looked up): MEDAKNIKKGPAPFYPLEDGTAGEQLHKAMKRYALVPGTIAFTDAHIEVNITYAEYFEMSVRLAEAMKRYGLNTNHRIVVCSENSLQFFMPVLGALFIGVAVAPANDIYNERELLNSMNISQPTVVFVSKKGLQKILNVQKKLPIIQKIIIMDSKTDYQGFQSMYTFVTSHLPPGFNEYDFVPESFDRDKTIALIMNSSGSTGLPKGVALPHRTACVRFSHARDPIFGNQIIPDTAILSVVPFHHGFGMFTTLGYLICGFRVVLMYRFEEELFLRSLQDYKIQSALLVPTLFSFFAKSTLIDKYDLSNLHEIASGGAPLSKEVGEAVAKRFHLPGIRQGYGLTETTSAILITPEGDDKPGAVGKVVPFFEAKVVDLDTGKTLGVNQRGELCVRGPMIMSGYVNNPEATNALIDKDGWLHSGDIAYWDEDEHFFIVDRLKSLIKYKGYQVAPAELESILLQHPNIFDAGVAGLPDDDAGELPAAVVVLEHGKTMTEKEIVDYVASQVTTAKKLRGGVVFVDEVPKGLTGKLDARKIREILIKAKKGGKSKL
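System: cell-free luciferase reagent; medium: PBS as buffer for the ATP substrate; doses: test compounds dosed from 2 mM stocks in 100% DMSO; incubation: 10 min, room temperature; measured by: luminescence from luciferase reaction; read-out: luciferase activation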
STAT3 act: IL-6 driven STAT3 reporter potentiators, primary screen, U3A cells, luciferase, luminescence, MLSCN library; IL-6 STAT3-luciferase reporter; 100% = signal with IL-6 EC80 alone; activation (% of control), % at 5.6 µM; actives 0.91% (n = 190,000); AID 871, 2007;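 active means activation above the screen-wide mean of compound activation plus 3 SD, cut at about 130% in these data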;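 further: 0% = background luminescence of wells with medium and substrate only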
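Test system: Human STAT1-deficient U3A cells with stable STAT3-luciferase reporter | Also added: Interleukin-6, 33 ng/mL | Timing: Compound pre-incubation 1 h before IL-6, then 6 h stimulation at 37 °C | Technique: Luciferase reporter luminescence | Read-out: Percent of IL-6-only median luminescence | Benchmarks: IL-6-only wells as 100% reference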
STAT1 blocker: STAT1 signaling inhibitors, primary screen, cell-based, HTS, luciferase reporter; NIH 3T3 STAT1-luciferase reporter, IFN-gamma, luminescence; inhibition, % at 5.5 µM; actives 0.35% (n = 200,000); AID 920, 2007;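 active means inhibition above a set limit, the mean inhibition across all tested compounds plus 3 SD, cut at about 34% in these data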;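 further: 0% = IFN-gamma with DMSO and 100% = IFN-gamma with 300 µM nifuroxazide; values of inactives mirror those of a sister screen read the other way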
APP transl inh: inhibitors of APP translation via 5'UTR reporter, primary screen, APP 5'UTR luciferase, SH-SY5Y cells; SH-SY5Y APP 5'UTR-luciferase reporter, luminescence; inhibition, % at 2 µM; actives 0.82% (n = 190,000); AID 1285, 2008;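 active means inhibition above a set limit, derived from the sample mean plus 3 SD, cut at about 45% in these data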; further: values of inactives mirror those of a sister screen read the other way
APP 5'UTR act: activators of APP 5'UTR luciferase reporter, primary screen, SH-SY5Y cells | AID 1276, 2008 | SH-SY5Y APP 5'UTR luciferase reporter, luminescence; zero percent = DMSO vehicle wells | actives 1% (n = 190,000) | activation, % at 2 µM;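 active means activation above a set limit, based on mean plus 3 SD of controls, cut at about 140% in these data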; further: values of inactives mirror those of a sister screen read the other way
STAT1 act: STAT1 signaling activators, primary screen, cell-based, HTS, luciferase reporter; actives 2.6% (n = 200,000); NIH 3T3 STAT1-luciferase reporter, IFN-gamma, luminescence; 100% = IFN-gamma alone, no compound; activation (% of control), % at 5.5 µM;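 active means activation above the screen-wide mean activation plus 3 SD, cut at about 130% in these data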;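 further: raw ratio to IFN-gamma control signal so 100% means no change and 0% no light; values of inactives mirror those of a sister screen read the other way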
NF-kB neuron act: activators of NF-kB expression in neurons, primary screen, cell-based, HTS; fold change at 12.5 µM; human neuronal cells, NF-kB reporter expression; hits give high values; actives 1.6% (n = 190,000); in the data active means fold change above about 3.3
FLuc inhib CS: firefly luciferase enzyme inhibitors, primary screen, artefact control for luciferase-based inhibitor screens, biochemical, luminescence, ATPLite. 10 min. inhibition, % at 10 µM. Luciferin 4-monooxygenase (Photinus pyralis), P08659. actives 1.5% (n = 200,000). AID 1006, 2008;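 active means inhibition above about 50% when tested at 10 µM, limit read from the data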
An asterisk follows results filed as active; nt = not tested or not shown.

[1] Cc1ccccc1NC(=S)NCc1ccc2c(c1)OCO2
[2] Cc1c(C)n(CCc2c[nH]c3ccccc23)ccc1=O
[3] CCCc1[nH]nc2c1C(c1cc(OC)ccc1F)C(C#N)=C(N)O2 (stereo unspecified)
[4] CC(C)(C)c1cc(C(=O)N/N=C/c2ccccc2O)n(-c2ccccc2)n1
[5] COC(=O)c1ccccc1NC(=O)c1ccccc1OC
[6] Cc1c(Br)c([N+](=O)[O-])nn1CCCC(=O)Nc1sc2c(c1C(N)=O)CCC(C)C2 (stereo unspecified)
[7] Cn1c(=N)c(S(=O)(=O)c2ccccc2)cc2c(=O)n3ccccc3nc21
[8] CCCc1cc(=O)oc2cc(C)cc(OCC(=O)O)c12
Screen / compound no.	1	2	3	4	5	6	7	8
STAT3 blocker	5	8	14	-3	15	2	5	-1
ROMK primary	-1	0.41	-0.095	nt	-0.95	0.059	nt	-0.015
FLuc act counter	1	1	1	1	1.1	1	1.1	1
STAT3 act	103	96	93	105	89	99	100	106
STAT1 blocker	-5	7	6	7	-1	-5	-8	6
APP transl inh	-13	10	1	66*	0	0	-12	6
APP 5'UTR act	13	-10	-1	-66	0	0	12	-6
STAT1 act	105	93	94	94	101	105	107	95
NF-kB neuron act	1.2	1.1	1.1	1	1.4	1.3	0.84	0.94
FLuc inhib CS	2	-4	-2	-3	-6	-4	-11	-4

[9] O=S(=O)(NCCSc1ccc(Cl)cc1)c1ccc(F)cc1
[10] Cc1nn(-c2ccccc2)c2c1C(c1ccc(Br)s1)C(C#N)=C(N)O2 (stereo unspecified)
[11] Cn1c(CN2CCOCC2)nc2cc(NC(=O)c3ccc(F)cc3)ccc21
[12] CC(=O)N(C)c1ccc(OCC(O)COc2ccc(N(C)C(C)=O)cc2)cc1
[13] CCN(c1cccc(C)c1)S(=O)(=O)c1ccc2[nH]c(=O)c(=O)[nH]c2c1
[14] COc1ccc(C2CC(c3cccs3)Nc3nnnn32)cc1 (stereo unspecified)
[15] CCC(CC)NC(=O)Cc1ccccc1[N+](=O)[O-]
[16] Cc1cc(=O)[nH]c(=O)n1Cc1ccccc1
Screen / compound no.	9	10	11	12	13	14	15	16
STAT3 blocker	4	-20	24	5	2	-9	-30	-3
ROMK primary	nt	-0.59	nt	-0.017	0.45	nt	nt	-0.1
FLuc act counter	1.1	1	1	0.9	1	1.1	1.1	1.1
STAT3 act	100	117	84	99	102	109	138*	106
STAT1 blocker	-4	8	0	6	-1	12	10	-2
APP transl inh	-11	-12	-5	-6	3	11	11	-11
APP 5'UTR act	11	12	5	6	-3	-11	-11	11
STAT1 act	103	91	100	97	101	88	94	99
NF-kB neuron act	1.3	1.1	1.2	1.1	1.2	1.2	1.2	1.3
FLuc inhib CS	-10	-2	4	7	-5	-5	-9	-6

[17] CCCCC1CC(C)(C(=O)CSc2nc3ccccc3s2)OC1=O (stereo unspecified)
[18] COc1cccc(-c2nc(-c3ccccc3)nc(N3CCN(C)CC3)c2C#N)c1
[19] COc1ccc(S(=O)(=O)N(C(=O)C(C)C)c2ccc3oc(=O)sc3c2)cc1
[20] CCn1ccc(C(=O)Nc2ccc(S(=O)(=O)Nc3ccccc3OC)cc2)n1
[21] O=C(COC(=O)c1cccs1)Nc1cc(S(=O)(=O)N2CCOCC2)ccc1Cl
[22] CC(C(=O)NCCC1=CCCCC1)N1C(=O)c2ccccc2C1=O (stereo unspecified)
[23] CNC(=O)c1ccccc1-c1ccccc1
[24] N/C(=N\OS(=O)(=O)c1ccc2ccccc2c1)c1ccncc1
Screen / compound no.	17	18	19	20	21	22	23	24
STAT3 blocker	-1	11	9	7	-2	-6	-10	16
ROMK primary	-0.74	0.83	0.94	-0.54	-1	-2	nt	nt
FLuc act counter	1	1	1	1	1.1	1	1.1	1.1
STAT3 act	106	95	98	94	104	107	108	89
STAT1 blocker	-5	-7	-1	2	7	1	-5	11
APP transl inh	2	1	-4	0	-10	0	8	3
APP 5'UTR act	-2	-1	4	0	10	0	-8	-3
STAT1 act	104	104	101	99	93	99	105	90
NF-kB neuron act	1.5	0.84	1	0.81	0.82	1.3	0.95	1.1
FLuc inhib CS	-4	-5	-1	1	-6	-2	-8	-5

[25] COc1ccccc1CC1(C)NC(=O)N(CC(=O)Nc2cc(C)on2)C1=O (stereo unspecified)
[26] CCN(CC)CCN(C(=O)c1ccc(N2C(=O)CCC2=O)cc1)c1nc2cc3c(cc2s1)OCCO3
[27] COc1cc(NC(=O)CN2CC(c3ccccc3)CC2=O)cc(OC)c1 (stereo unspecified)
[28] Cn1c(=O)oc2cc(S(=O)(=O)NCCN3CCc4ccccc4C3)ccc21
[29] Cc1ccc2nc(-c3ccncc3)cc(-c3ccccc3)c2c1
[30] Cc1ccc2c(c1)-c1nc3ccccc3cc1C2=NC1CCCCC1
[31] COC(=O)[C@H](CCSC)NC(=O)Nc1ccc(OC)c(Cl)c1
[32] COc1cccc(C2CC(=O)NC3=C2C(=O)CCC3)c1 (stereo unspecified)
Screen / compound no.	25	26	27	28	29	30	31	32
STAT3 blocker	2	-7	2	4	-1	-4	-2	-4
ROMK primary	0.44	0.28	nt	nt	nt	nt	nt	nt
FLuc act counter	1.1	1	1	1.1	1.1	0.9	1.1	1
STAT3 act	101	107	99	97	111	99	107	107
STAT1 blocker	8	1	-13	6	10	-80	10	0
APP transl inh	6	-8	-9	25	10	-103	4	-6
APP 5'UTR act	-6	8	9	-25	-10	103	-4	7
STAT1 act	93	98	113	95	91	172*	91	100
NF-kB neuron act	0.95	1.5	1.2	1	0.89	3.7*	1.4	1
FLuc inhib CS	-5	1	-3	-7	-5	5	-5	-3

An excerpt from above in order of SMILES length, rising.
[23] CNC(=O)c1ccccc1-c1ccccc1
[32] COc1cccc(C2CC(=O)NC3=C2C(=O)CCC3)c1 (stereo unspecified)
[29] Cc1ccc2nc(-c3ccncc3)cc(-c3ccccc3)c2c1
[24] N/C(=N\OS(=O)(=O)c1ccc2ccccc2c1)c1ccncc1
[31] COC(=O)[C@H](CCSC)NC(=O)Nc1ccc(OC)c(Cl)c1
[27] COc1cc(NC(=O)CN2CC(c3ccccc3)CC2=O)cc(OC)c1 (stereo unspecified)
[25] COc1ccccc1CC1(C)NC(=O)N(CC(=O)Nc2cc(C)on2)C1=O (stereo unspecified)
[20] CCn1ccc(C(=O)Nc2ccc(S(=O)(=O)Nc3ccccc3OC)cc2)n1
[21] O=C(COC(=O)c1cccs1)Nc1cc(S(=O)(=O)N2CCOCC2)ccc1Cl
[19] COc1ccc(S(=O)(=O)N(C(=O)C(C)C)c2ccc3oc(=O)sc3c2)cc1
Screen / compound no.	23	32	29	24	31	27	25	20	21	19
STAT3 blocker	-10	-4	-1	16	-2	2	2	7	-2	9
ROMK primary	nt	nt	nt	nt	nt	nt	0.44	-0.54	-1	0.94
FLuc act counter	1.1	1	1.1	1.1	1.1	1	1.1	1	1.1	1
STAT3 act	108	107	111	89	107	99	101	94	104	98
STAT1 blocker	-5	0	10	11	10	-13	8	2	7	-1
APP transl inh	8	-6	10	3	4	-9	6	0	-10	-4
APP 5'UTR act	-8	7	-10	-3	-4	9	-6	0	10	4
STAT1 act	105	100	91	90	91	113	93	99	93	101
NF-kB neuron act	0.95	1	0.89	1.1	1.4	1.2	0.95	0.81	0.82	1
FLuc inhib CS	-8	-3	-5	-5	-5	-3	-5	1	-6	-1

[26] CCN(CC)CCN(C(=O)c1ccc(N2C(=O)CCC2=O)cc1)c1nc2cc3c(cc2s1)OCCO3
Screen / compound no.	26
STAT3 blocker	-7
ROMK primary	0.28
FLuc act counter	1
STAT3 act	107
STAT1 blocker	1
APP transl inh	-8
APP 5'UTR act	8
STAT1 act	98
NF-kB neuron act	1.5
FLuc inhib CS	1

Next part.
[33] O=C(Nc1nc2ccc(SC(F)F)cc2s1)c1ccc(NS(=O)(=O)c2ccc(F)c(F)c2)cc1
[34] CC(C)(C)C1CCC(=NNC(=O)CN(c2ccccc2)S(C)(=O)=O)CC1 (stereo unspecified)
[35] CCOCc1nnc(NC(=O)c2c(OC)cccc2OC)s1
[36] COc1c(Br)cc(Br)cc1/C=N/n1c(C)nnc1C
[37] COC(=O)c1ccc(COc2ccccc2/C=C(\C#N)C(=O)Nc2ccccc2C)cc1
[38] CCn1c(=O)c2c3c(sc2n2c(=S)[nH]nc12)CCC3
[39] O=C1c2ccccc2C(Nc2ccc3c(c2)OCCO3)N1c1ccc(Cl)cn1 (stereo unspecified)
[40] CC(=O)c1cccc(NC(=O)CCS(=O)(=O)c2cccc3nsnc23)c1
[41] Cn1c(Sc2ccc([N+](=O)[O-])cc2C(F)(F)F)nnc1-c1ccccc1
[42] COC(=O)c1ccc(Oc2nc(Nc3ccccc3)nc(N(C)C)n2)cc1
[43] CN(CC(=O)Nc1ccccc1C(F)(F)F)C(=O)CSc1nnnn1C
Screen / compound no.	33	34	35	36	37	38	39	40	41	42	43
STAT3 blocker	-4	0	0	11	0	1	18	9	13	9	-16
ROMK primary	nt	nt	3.3*	-1.4	-1.8	2.3*	nt	-0.32	-1.1	nt	0.034
FLuc act counter	1	1	1	1	1.1	1	1	1.1	1	1	1.1
STAT3 act	105	103	100	94	100	104	92	97	94	95	115
STAT1 blocker	-2	-2	-6	8	3	-5	-12	5	-4	-1	-2
APP transl inh	-9	-15	0	-3	6	-6	11	-3	1	-14	13
APP 5'UTR act	9	15	0	3	-6	6	-11	3	-1	14	-13
STAT1 act	102	102	104	93	97	104	111	95	103	100	101
NF-kB neuron act	1.4	1.1	0.91	0.91	1.2	1.2	1.2	0.82	1.1	0.72	0.96
FLuc inhib CS	4	-1	0	-4	-6	-4	0	-7	-5	-2	-6

Along the list, quoted from above.
APP transl inh, nos. 33–43 → -9, -15, 0, -3, 6, -6, 11, -3, 1, -14, 13
